S-ASM inh: blocks human secretory acid sphingomyelinase; AID 504937; placental ASM, HMU-PC fluorogenic substrate, 60 min; actives 0.006% (n = 340,000); P17405; Potency, µM (highest dose often 57.5 µM), for inactives: top-dose activity change, negative = inhibition, usual class: inhibitors; further: potency means the concentration at half of the fitted maximal effect
Target sequence (P17405 47-631 limits assumed): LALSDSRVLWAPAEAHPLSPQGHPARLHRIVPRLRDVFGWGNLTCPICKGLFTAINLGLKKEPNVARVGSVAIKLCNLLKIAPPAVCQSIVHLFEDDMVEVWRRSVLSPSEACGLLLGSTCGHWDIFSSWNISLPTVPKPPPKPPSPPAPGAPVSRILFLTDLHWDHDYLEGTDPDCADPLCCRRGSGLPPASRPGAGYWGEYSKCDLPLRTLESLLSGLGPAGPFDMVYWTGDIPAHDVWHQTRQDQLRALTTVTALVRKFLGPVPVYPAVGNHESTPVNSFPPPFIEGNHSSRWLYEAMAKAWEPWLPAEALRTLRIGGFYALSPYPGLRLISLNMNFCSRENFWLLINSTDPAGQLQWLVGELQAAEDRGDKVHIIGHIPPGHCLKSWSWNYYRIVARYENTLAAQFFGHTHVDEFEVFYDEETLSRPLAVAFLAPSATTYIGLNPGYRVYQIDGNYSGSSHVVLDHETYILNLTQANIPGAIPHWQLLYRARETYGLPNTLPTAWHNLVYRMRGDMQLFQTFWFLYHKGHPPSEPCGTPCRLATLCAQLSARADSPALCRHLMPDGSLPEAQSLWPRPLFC
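Human placenta-derived ASM preincubated with compound 10 min at room temperature, then reacted with 9 uM (final) fluorogenic HMU-PC substrate for 60 min at 37 C. Stop solution raises pH to 10; fluorescence read at Ex 386/Em 447 nm.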
TSHR antagonist: blocks TSH signaling through the human TSH receptor; activity change, negative = inhibition, % at 11.5 µM; P16473; TSHR-expressing cells, TSH-stimulated cAMP HTRF, 2 h; active compounds read low; actives 0.2% (n = 330,000);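 active means activity change below a set negative limit, meaning inhibition stronger than a set level, cut at about -70% in these data; inconclusive means activity change between two set negative limits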; further: on the % scale 0 is the no-effect control and ±100 the full control effect
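TSHR-expressing cells, 200/well, pre-treated with compound, then stimulated with EC80 TSH (4nM final) for 2 hours at 37 deg C. cAMP measured by competitive HTRF: anti-cAMP cryptate antibody in lysis buffer plus cAMP-d2, read after 30 minutes at room temperature.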
Menin-MLL TR inh: inhibitors of human menin-MLL interaction, mutant MLL peptide; actives 0.23% (n = 270,000); Menin + Texas Red MLL mutant peptide, fluorescence polarization; O00255; Potency, µM (doses to about 61.6 µM), for the others: at the top dose FP activity change, negative = inhibition, actives largely listed as inhibitors; active means well fitted inhibition curve with a large enough effect in the polarisation, with a control signal flat, not every such curve was filed as active; inconclusive means small, poorly fitted or top-dose-only effect, or effect the other way, or a change in a side signal; inactive means no such curve, though single readings can be large or run the other way; the % refers to the polarisation; further: potency means the concentration at half of the fitted maximal effect; % of control where 0% means no effect; many of its hits are not listed in these tables
MBNL1-CUG inh: MBNL1-poly(CUG) RNA binding inhibition; TR-FRET MBNL1-His/biotin-(CUG)12 binding, 665/545 ratio; Potency, µM (titrated, usually from 57.5 µM), inactives show at the highest dose activity change, negative = inhibition, actives largely listed as inhibitors; Q9NR56; actives 0.036% (n = 280,000); active means well fitted inhibition curve with a large enough effect in the signal ratio, with a control signal flat, not every such curve was filed as active; inconclusive means small, poorly fitted or top-dose-only effect, or effect the other way, or a change in a side signal; inactive means no such curve, though single readings can be large or run the other way; the % refers to the signal ratio; further: potency means the concentration at half of the fitted maximal effect; on the % scale 0 is the no-effect control and ±100 the full control effect
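His-tagged MBNL1 binding to biotinylated (CUG)12 RNA was measured by TR-FRET using terbium anti-His antibody (0.055 ng/ul final) and streptavidin-XL665 (5 nM final). Compounds were titrated 92 nM to 58 uM; 60 min at room temperature.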
Eya2 inh: inhibitors of human Eya2 phosphatase activity; O00167; recombinant Eya2, OMFP fluorescence dephosphorylation (OMFP is methylfluorescein phosphate); Potency, µM (titrated, usually from 76.9 µM), inactives show top-dose activity, negative = inhibition, usual class: inhibitors; actives 0.006% (n = 330,000); further: potency means the concentration at half of the fitted maximal effect; on the % scale 0 is the no-effect control and ±100 the full control effect
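Eya2 protein (added as 0.2 uM solution) was preincubated with compound for 10 min at ambient temperature in 50 mM HEPES pH 7.5, 50 mM NaCl, 5 uM MgCl2, 0.05% BSA, 1 mM DTT. OMFP (added at 50 uM) then reacted 10 min; fluorescence read at 485/525 nm.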
hERG WT inh: KCNH2 (human, wildtype) channel inhibition; U2OS, BacMam KCNH2, thallium flux FluxOr; active compounds read low; actives 0.37% (n = 340,000); activity change, % at 1.84 µM; Q12809;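 active means maximum activity change below -70%; inconclusive means maximum activity change between -70% and -50%; inactive means maximum activity change above -50%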; further: on the % scale 0 is the no-effect control and ±100 the full control effect
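U2OS cells were transduced with wild-type KCNH2 virus (2.03 x 10^8 / mL) for 4 h at room temperature, then cultured overnight at 37 C. Thallium flux was read with FluxOr dye. Rate constants were normalized to DMSO controls.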
GALK inhibitor: galactokinase (human) inhibition; Purified GALK, Kinase-Glo residual ATP luminescence; P51570; AID 1868; Potency, µM (doses to about 57.5 µM), without a hit: top-dose activity change, negative = inhibition, actives largely listed as inhibitors; actives 0.007% (n = 270,000); further: potency means the concentration at half of the fitted maximal effect; on the % scale 0 is the no-effect control and ±100 the full control effect
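GALK at 5 nM final was combined with compound, 35 uM ATP and 100 uM galactose in HEPES pH8.0 with MgCl2 and DTT. The reaction ran one hour at room temperature before luminescent ATP detection.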
BCR signal inh: chronic active BCR signaling inhibition | actives 0.05% (n = 340,000) | ABC-DLBCL IkBa-CBG/CBR reporter, luminescence ratio, 4 h | Potency, µM (titrated, usually from 46.1 µM), for the others: top-dose ratio change, negative = lower green/red ratio, most hits filed as inhibitors; active means well fitted inhibition curve with a large enough effect in the signal ratio, with a control signal flat, not every such curve was filed as active; inconclusive means small, poorly fitted or top-dose-only effect, or effect the other way, or a change in a side signal; the % refers to the signal ratio;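 further: potency means the concentration at half of the fitted maximal effect; plate controls were basal doxycycline-induced cells for no effect and cells given 10 µM MG132 for full effect; MG132 reads +100%, hits lower the ratio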
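TMD8 human ABC-DLBCL cells with doxycycline-inducible IκBα–green luciferase fusion and unfused red luciferase, in 0.5% FBS medium; compounds up to 46 uM, 4 h at 37C. Green/red luminescence ratio, filter-overlap corrected, fitted to concentration-response curves.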
PKM2 act: activators of human pyruvate kinase M2. P14618. purified PKM2, Kinase-Glo ATP luminescence, activation; response scale: 0% is enzyme alone, no compound. actives 0.34% (n = 260,000). AID 1631. Potency, µM (doses to about 57.5 µM), inactives show at the top dose activation, actives largely listed as activators; further: potency means the concentration at half of the fitted maximal effect; on the % scale 0 is the no-effect control and ±100 the full control effect; nearly all actives have a fitted effect of over 55% in size
Target sequence (P14618 whole entry, looked up): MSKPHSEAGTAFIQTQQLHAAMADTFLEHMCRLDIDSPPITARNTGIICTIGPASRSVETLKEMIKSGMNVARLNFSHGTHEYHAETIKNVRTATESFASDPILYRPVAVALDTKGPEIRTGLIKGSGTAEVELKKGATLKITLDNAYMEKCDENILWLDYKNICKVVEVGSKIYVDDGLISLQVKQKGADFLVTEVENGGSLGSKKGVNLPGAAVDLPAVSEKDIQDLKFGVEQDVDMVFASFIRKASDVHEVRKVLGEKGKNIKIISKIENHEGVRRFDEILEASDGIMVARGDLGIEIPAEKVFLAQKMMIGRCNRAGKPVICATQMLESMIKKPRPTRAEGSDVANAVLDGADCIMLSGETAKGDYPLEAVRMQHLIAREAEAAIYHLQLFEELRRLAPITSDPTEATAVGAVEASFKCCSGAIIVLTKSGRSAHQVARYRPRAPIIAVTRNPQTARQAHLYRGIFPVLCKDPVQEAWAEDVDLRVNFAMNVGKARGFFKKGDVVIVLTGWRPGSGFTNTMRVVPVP
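hPK-M2, >95% pure; 0.1 mM ADP / 0.5 mM PEP final; imidazole pH7.2 buffer w/ 7 mM MgCl2, 50 mM KCl; 1 h RT; Kinase-Glo lum. Intermediate enzyme activity for dual inhibitor/activator qHTS.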
USP2a block: blocks human ubiquitin-specific protease USP2a; Potency, µM (top dose mostly 38.3 µM), for the others: at the highest dose activity change, negative = inhibition, hits mostly inhibitors; USP2 core, Ub-CHOP2 coupled fluorogenic reporter, 485/531; AID 463254; actives 0.01% (n = 330,000); O75604;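 further: potency means the concentration at half of the fitted maximal effect; plate controls were DMSO wells for no effect and full inhibition by NEM control for full effect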
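Deubiquitinase activity read as fluorescence (485/531 nm) after Ub-CHOP2 cleavage activates the enterokinase reporter on its substrate; USP2 core 10nM, Ub-CHOP2 and substrate 25nM each, 30min compound preincubation then 60min RT; data normalized to NEM, curves fitted.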
Mito fusion yeast: blocks mitochondrial division or promotes mitochondrial fusion | S. cerevisiae fusion-defective mutant growth rescue, CellTiterGlo 48 h | Potency, µM (series often up to 46.1 µM), inactives show at the top dose growth rescue (activation), most hits filed as activators | actives 0.23% (n = 320,000) | AID 485298;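 further: potency means the concentration at half of the fitted maximal effect; % of control where 0% means no effect; nearly all actives have a fitted effect of over 45% in size; temperature-sensitive fusion mutants such as fzo1-1 at 37 °C on non-fermentable ethanol glycerol medium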
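S. cerevisiae fusion-defective temperature-sensitive mutants (e.g. fzo1-1, mgm1-5) grown 48 h at 37C in YPEG (ethanol/glycerol non-fermentable) medium with 23 nl compound per well; growth rescue read as CellTiterGlo luminescence.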
Starred values were filed as active, the others as inactive; [ ] = another dose, or the depositor's remark. Unless noted, the call rests on the fitted dose curve; in most records, active means well fitted curve in the direction sought with a large enough effect; inconclusive means small, poorly fitted or top-dose-only effect, or another doubt; inactive means no such curve, though single readings can be large; an effect the other way counts as inactive or inconclusive. These rows are one share of the data (hit frequency here may not be typical).

`COCCSc1nnc(-c2cnccn2)o1` gave S-ASM inh -2%, TSHR antagonist -1, Menin-MLL TR inh 3%, MBNL1-CUG inh 4%, Eya2 inh -4%, hERG WT inh -3, GALK inhibitor 0%, BCR signal inh 4%, PKM2 act -1%, USP2a block 1% and Mito fusion yeast -4%.
Screening CCCN(c1ccccc1F)S(=O)(=O)c1c[nH]c(C(=O)OC)c1 returned S-ASM inh -1%, TSHR antagonist -4, Menin-MLL TR inh 11%, MBNL1-CUG inh -2%, Eya2 inh 6%, hERG WT inh -6, GALK inhibitor -1%, BCR signal inh -11%, USP2a block 0% and Mito fusion yeast 8%.
Screening CCN1CCN(Cc2nc3cc(NC(=O)COc4ccc([N+](=O)[O-])cc4)ccc3n2C)CC1 returned S-ASM inh -2%, TSHR antagonist -4, MBNL1-CUG inh inconclusive, Eya2 inh 4%, hERG WT inh 4, GALK inhibitor 1%, BCR signal inh -2%, USP2a block -2% and Mito fusion yeast 11%.
For O=C1c2[nH]nc(-c3ccccc3O)c2C(c2ccc(F)cc2)N1Cc1ccco1 (stereo not drawn) the results were S-ASM inh -18%, TSHR antagonist 10, Menin-MLL TR inh 5%, MBNL1-CUG inh inconclusive, Eya2 inh -35%, hERG WT inh -13, GALK inhibitor -1%, BCR signal inh 16%, PKM2 act -10%, USP2a block -21% and Mito fusion yeast 11%.
Screening CCOc1ccccc1N1CCN(C(=O)Cc2ccc(S(=O)(=O)N3CCOCC3)s2)CC1 returned S-ASM inh 39%, TSHR antagonist -4, Eya2 inh 23%, hERG WT inh -8, BCR signal inh -2%, USP2a block 1% and Mito fusion yeast -4%.
For COc1ccccc1NC(=O)Cn1c(CCC(=O)O)ccc1-c1ccccc1 the results were S-ASM inh 9%, TSHR antagonist 12, Menin-MLL TR inh 1%, MBNL1-CUG inh 3%, Eya2 inh 1%, hERG WT inh -3, GALK inhibitor 3%, BCR signal inh 16%, PKM2 act 0%, USP2a block -1% and Mito fusion yeast -1%.
Screening Cc1cccc2cccnc12 returned S-ASM inh 5%, TSHR antagonist 0, Eya2 inh -8%, hERG WT inh -3, BCR signal inh -1%, USP2a block -4% and Mito fusion yeast -11%.
`COc1ccc(NC(=O)NNC(=O)COc2ccc([N+](=O)[O-])c(C)c2)cc1OC` gave S-ASM inh -2%, TSHR antagonist -6, MBNL1-CUG inh 14%, Eya2 inh -3%, hERG WT inh -5, GALK inhibitor 0%, BCR signal inh 6%, PKM2 act 1%, USP2a block 1% and Mito fusion yeast -6%.
`Cc1c(CCC(=O)NCCCCCC(=O)O)c(=O)oc2c(C)c3oc4c(c3cc12)CCCC4` gave S-ASM inh 78%[activator], TSHR antagonist -10, Menin-MLL TR inh -7%, MBNL1-CUG inh 8%, Eya2 inh -3%, hERG WT inh -5, GALK inhibitor -4%, BCR signal inh -13%, USP2a block -3% and Mito fusion yeast 33%.
For CCOc1ccccc1N(CC(=O)N1CCC(C)CC1)S(=O)(=O)c1ccc(C)cc1 the results were S-ASM inh -2%, TSHR antagonist 18, MBNL1-CUG inh -7%, Eya2 inh -13%, hERG WT inh -4, GALK inhibitor -8%, BCR signal inh 7%, PKM2 act 0%, USP2a block 3% and Mito fusion yeast -4%.
`COc1ccccc1/C=C/C=N/NC(=O)c1cc(-c2ccco2)[nH]n1` gave S-ASM inh -2%, TSHR antagonist -6, Eya2 inh -2%, hERG WT inh -4, GALK inhibitor -2%, BCR signal inh inconclusive, PKM2 act 7%, USP2a block 5% and Mito fusion yeast 1%.
COc1cccc(C(=O)NCC(=O)OC(C)C(=O)NC23CC4CC(CC(C4)C2)C3)c1 (stereo not drawn) was read as S-ASM inh -1%, TSHR antagonist 1, Eya2 inh 2%, hERG WT inh -11, BCR signal inh -3% and USP2a block 0%.
Screening CC1CCN(S(=O)(=O)c2ccc3c(c2)CCN3C(=O)C2CCC2)CC1 returned S-ASM inh 7%, TSHR antagonist -3, MBNL1-CUG inh 2%, Eya2 inh -3%, hERG WT inh -8, GALK inhibitor -3%, BCR signal inh 2%, USP2a block 1% and Mito fusion yeast 1%.
Screening CSc1ncccc1C(=O)OCC(=O)N1CCOCC1 returned S-ASM inh 3%, TSHR antagonist -3, Menin-MLL TR inh -18%, MBNL1-CUG inh 5%, Eya2 inh 14%, hERG WT inh -3, GALK inhibitor -4%, BCR signal inh -2%, PKM2 act -3%, USP2a block inconclusive and Mito fusion yeast 0%.
COc1ccccc1CNC(=O)CC(C)C was read as S-ASM inh 2%, TSHR antagonist -2, Menin-MLL TR inh -19%, MBNL1-CUG inh -7%, Eya2 inh 22%, hERG WT inh 7, GALK inhibitor 3%, BCR signal inh -1%, PKM2 act -6%, USP2a block -2% and Mito fusion yeast -2%.
Screening CC(C)N(C(=O)CSc1nnc(NC2CC2)s1)c1ccccc1 returned S-ASM inh 3%, TSHR antagonist -5, Eya2 inh 2%, hERG WT inh 1, BCR signal inh -1%, USP2a block -3% and Mito fusion yeast -5%.
For COc1ccc(CC(=O)Nc2ccc(C(=O)O)cc2NC(=O)Cc2ccc(OC)cc2)cc1 the results were S-ASM inh 6%, TSHR antagonist -11, Menin-MLL TR inh -6%, MBNL1-CUG inh -1%, Eya2 inh 8%, hERG WT inh -4, GALK inhibitor 1%, BCR signal inh 1%, PKM2 act 1%, USP2a block -1% and Mito fusion yeast 4%.
For COc1ccccc1CNC(=O)CSc1nc(=O)n(Cc2ccncc2)c2c1CCC2 the results were S-ASM inh 1%, TSHR antagonist -7, Eya2 inh -24%, hERG WT inh 1, BCR signal inh inconclusive, USP2a block 3% and Mito fusion yeast -1%.
`CC1(C)CC(=O)c2cnc(N3CCc4ccccc43)nc2C1` gave S-ASM inh 7%, TSHR antagonist -12, MBNL1-CUG inh -4%, Eya2 inh 5%, hERG WT inh 2, GALK inhibitor 0%, BCR signal inh 10%, PKM2 act 0%, USP2a block 1% and Mito fusion yeast 10%.
`COC(=O)c1cccc(C(=O)Oc2cccc(Br)c2)n1` gave S-ASM inh 5%, TSHR antagonist -9, Menin-MLL TR inh 2%, MBNL1-CUG inh -14%, Eya2 inh 13%, hERG WT inh 0, GALK inhibitor -1%, BCR signal inh -1%, PKM2 act 1%, USP2a block 1% and Mito fusion yeast -2%.
For CCCOc1ccc(N2CC(C(=O)Nc3ncccc3C)CC2=O)cc1 (stereo not drawn) the results were S-ASM inh 1%, TSHR antagonist 0, Menin-MLL TR inh -6%, MBNL1-CUG inh -1%, Eya2 inh 15%, hERG WT inh -2, GALK inhibitor 0%, BCR signal inh 1%, PKM2 act -1%, USP2a block 0% and Mito fusion yeast -2%.
`CC1(C)CC(=O)C2=C(C1)Nc1ccccc1NC2c1ccc(F)c(F)c1` (stereo not drawn) gave S-ASM inh -1%, TSHR antagonist 6, Menin-MLL TR inh 2%, MBNL1-CUG inh 6%, Eya2 inh -12%, hERG WT inh 4, GALK inhibitor -6%, BCR signal inh -2%, PKM2 act -3%, USP2a block 1% and Mito fusion yeast -2%.

Reprinted at random: two records from the list, in no set order.
Screening CCN1CCN(Cc2nc3cc(NC(=O)COc4ccc([N+](=O)[O-])cc4)ccc3n2C)CC1 returned S-ASM inh -2%, TSHR antagonist -4, MBNL1-CUG inh inconclusive, Eya2 inh 4%, hERG WT inh 4, GALK inhibitor 1%, BCR signal inh -2%, USP2a block -2% and Mito fusion yeast 11%.
`CC1(C)CC(=O)c2cnc(N3CCc4ccccc43)nc2C1` gave S-ASM inh 7%, TSHR antagonist -12, MBNL1-CUG inh -4%, Eya2 inh 5%, hERG WT inh 2, GALK inhibitor 0%, BCR signal inh 10%, PKM2 act 0%, USP2a block 1% and Mito fusion yeast 10%.

Screens deposited in PubChem by National Center for Advancing Translational Sciences (NCATS).
